# Bioassay records (PubChem BioAssay)
# tim23-1 inh – tim23-1 yeast growth inhibition; S. cerevisiae tim23-1 growth, BacTiter-Glo luminescence, 24 h; inhibition, % at 20 µM; 1.3% of 330,000 active; AID 463212;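 active = growth inhibition of the mutant yeast at or above 50%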;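 note: temperature-sensitive mutant grown at 25 °C; plate controls were DMSO-treated mutant yeast for no effect and medium wells lacking yeast for full effect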
# Mdm2 MdmX PPI – inhibitors of human Mdm2/MdmX interaction; O15151+Q00987; SaOS-2 split-luciferase Mdm2/MdmX complementation, luminescence; inhibition, % at 8 µM; 3% of 330,000 active; AID 485346;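 active = inhibition of at least 50% at 8 µM in the primary screen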
# UPR CHOP act – apoptotic UPR (CHOP) activation. CHO-CHOP luciferase reporter, luminescence; percent of tunicamycin response over DMSO baseline. activation, % at 10 µM. 0.34% of 330,000 active;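 active = at 10 µM dose, activation of 40% or more, normalized to positive control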;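 note: 100% = tunicamycin at 10 µg/mL and 0% = DMSO alone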
#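 Test system: CHO-CHOP cells, stable luciferase reporter of PERK-eIF2a-CHOP signalling | Quantity: 500 CHO-CHOP cells per well | Buffer or medium: F12 plus 10% serum | Compound dosing: 10 µM single point, 0.5% DMSO | Schedule: 6 h compound treatment, 37 °C | Signal: Luciferase luminescence | Control set: Tunicamycin high control, DMSO low control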
# CCR6 antagonist – CCR6 (human) receptor antagonism. CHO-K1 CCR6 PathHunter beta-arrestin, luminescence, CCL20-stimulated. P51684. 0.49% of 340,000 active. inhibition, % at 20 µM;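 active = compounds whose inhibition of the agonist-driven luminescence signal at 20 µM reaches about 50%, limit read from the data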;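 note: cells stimulated with CCL20 at 14 nM final; plate controls were DMSO with CCL20 for no effect and DMSO without agonist for full effect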
# Target sequence (P51684 whole entry, looked up): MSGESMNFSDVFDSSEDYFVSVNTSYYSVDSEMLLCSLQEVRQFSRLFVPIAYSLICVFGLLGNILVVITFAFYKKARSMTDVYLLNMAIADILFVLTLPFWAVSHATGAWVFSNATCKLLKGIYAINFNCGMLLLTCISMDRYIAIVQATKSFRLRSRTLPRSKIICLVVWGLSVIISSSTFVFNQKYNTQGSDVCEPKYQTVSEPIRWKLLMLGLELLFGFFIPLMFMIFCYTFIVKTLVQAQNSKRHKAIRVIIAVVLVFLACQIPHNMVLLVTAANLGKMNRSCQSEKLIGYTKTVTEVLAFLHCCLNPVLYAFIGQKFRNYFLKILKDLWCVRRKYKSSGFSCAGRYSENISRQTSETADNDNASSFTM
# EBI2 block – EBI2 (human) antagonism | P32249 | EBI2 beta-arrestin recruitment, luminescence, 7a,25-OHC stimulated | inhibition, % at 5 µM | 0.81% of 360,000 active | AID 651636; in the data active = inhibition above about 38%;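 note: enzyme fragment complementation signal reports receptor beta-arrestin coupling in cells; 0% = agonist plus DMSO wells and 100% = wells without agonist; some results beyond the cut were filed as inactive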
# CXCR6 inh – CXCR6 (human) receptor inhibition | CHO-K1 PathHunter CXCR6 beta-arrestin, luminescence | inhibition, % at 20 µM | 0.36% of 360,000 active; in the data active = inhibition above about 34%, passing the limit was not always enough;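 note: antagonist mode with CXCL16 agonist at 10 nM final; 0% = 10 nM CXCL16 with DMSO and 100% = unstimulated wells without agonist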
# Target sequence (O00574 whole entry, looked up): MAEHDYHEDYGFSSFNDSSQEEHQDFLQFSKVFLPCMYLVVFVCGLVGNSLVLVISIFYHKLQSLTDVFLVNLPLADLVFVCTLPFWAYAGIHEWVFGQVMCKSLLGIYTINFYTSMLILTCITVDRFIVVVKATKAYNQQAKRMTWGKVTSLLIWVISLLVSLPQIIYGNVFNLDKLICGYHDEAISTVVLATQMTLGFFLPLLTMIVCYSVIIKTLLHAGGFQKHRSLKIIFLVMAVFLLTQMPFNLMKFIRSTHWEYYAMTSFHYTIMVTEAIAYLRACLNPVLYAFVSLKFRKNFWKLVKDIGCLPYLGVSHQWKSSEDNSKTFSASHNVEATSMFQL
# UPR XBP1 act – activators of adaptive arm of unfolded protein response (XBP1). CHO-XBP1 luciferase reporter, IRE1-XBP1 UPR activation, luminescence; percent of tunicamycin response, DMSO as zero. activation, % at 20 µM. 0.33% of 330,000 active;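 active = versus positive control, 20 µM dose yields 30% or more activation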;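 note: 100% = tunicamycin at 10 µg/mL and 0% = DMSO only wells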
#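 incubation = overnight seeding at 37 °C, 6 h compound treatment at 37 °C | assay system = CHO-XBP1 cells stably carrying IRE1-XBP1-driven luciferase reporter | input = 1000 cells per well | detection = luciferase luminescence | dosing = single point, 20 µM final compound, 1% DMSO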
# APJ antag – antagonists of human APJ apelin receptor | P35414 | CHO-K1 APJ beta-arrestin complementation, luminescence | inhibition, % at 20 µM | 0.32% of 330,000 active | AID 2521;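 active = inhibition above about 40% at 20 µM, limit read from the data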;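 note: cells challenged with 10 nM apelin-13 agonist together with compound; plate controls were apelin-13 plus DMSO wells for no effect and DMSO wells lacking apelin-13 for full effect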
# Target sequence (P35414 whole entry, looked up): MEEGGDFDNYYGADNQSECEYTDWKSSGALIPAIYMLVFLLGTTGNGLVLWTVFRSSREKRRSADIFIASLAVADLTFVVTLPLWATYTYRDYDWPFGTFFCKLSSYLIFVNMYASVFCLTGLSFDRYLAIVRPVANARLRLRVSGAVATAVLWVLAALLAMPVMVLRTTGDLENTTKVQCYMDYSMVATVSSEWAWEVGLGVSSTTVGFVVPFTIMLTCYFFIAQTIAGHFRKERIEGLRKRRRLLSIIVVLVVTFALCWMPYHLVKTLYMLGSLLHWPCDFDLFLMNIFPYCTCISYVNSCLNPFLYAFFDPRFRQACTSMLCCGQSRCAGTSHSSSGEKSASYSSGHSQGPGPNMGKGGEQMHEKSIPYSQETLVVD
# APJ agonist – activates the human apelin receptor APJ; CHO-K1 APJ PathHunter beta-arrestin, luminescence; 0% DMSO wells, 100% apelin; activation, % at 20 µM; 0.11% of 330,000 active; AID 2520;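 active = activation more than six SD over the plate average, tested at 20 µM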;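 note: 0% = DMSO alone and 100% = apelin-13 at 10 nM; some results filed as inactive read as strong as hits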
#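 system = engineered CHO-K1 APJ arrestin reporter cells | input = 1000 cells per well | timing = overnight seeding, 90 min compound at 25 °C, 1 h detection | measured by = enzyme-fragment complementation luminescence | read-out = beta-arrestin recruitment to APJ as agonist activity, luminescent signal | control set = negative DMSO alone, positive Apelin-13 at 10 nM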
# * = called active by the depositor; x = no result given.
SMILES,tim23-1 inh,Mdm2 MdmX PPI,UPR CHOP act,CCR6 antagonist,EBI2 block,CXCR6 inh,UPR XBP1 act,APJ antag,APJ agonist
Cc1ccc(C(=O)Nc2ccccc2C(=O)N2CCCCCC2)cc1,18,-12,-0.8,11,-5,3,0,-16,2
CC(=O)NC(=O)NC1OC(=O)C(Cl)=C1Cl (stereo unspecified),27,9,1.5,-4,-16,-2,3,10,2
CCOc1cc(N2CCOCC2)c(OCC)cc1NC(=O)Cc1cccc2ccccc12,10,31,1.8,11,20,6,-1,5,-6
CCCCCCCN(C(=O)CCl)c1cccc(C)c1,27,99*,4.5,10,8,4,-1,-1,-1
c1ccc(CN2CCC(Nc3nc(-c4cccnc4)nc4ccccc34)CC2)cc1,15,20,-1.5,24,25,7,1,7,-1
OC1(c2cccc(C(F)(F)F)c2)CCN(Cc2nnnn2CCc2ccccc2)CC1,-76,19,0.0,12,22,2,2,11,0
COc1cccc(C(=O)N2CCC(n3nccc3NC(=O)C(OC)c3ccccc3)CC2)c1 (stereo unspecified),2,20,1.0,4,5,6,-6,-2,5
Cc1ccc(C(=O)/C=C/c2cn(CN3CCN(C)CC3)c3ccccc23)cc1,56*,-149,6.1,11,18,6,3,-12,-6
COc1cccc(CNC(=O)CCCCCn2c(=S)[nH]c3ccc(N4CCOCC4)cc3c2=O)c1,-22,22,3.7,x,x,x,-1,-34,-1
CC(Sc1ccc2ccccc2n1)C(=O)O (stereo unspecified),11,-1,-0.5,3,-2,0,1,1,-1
CS(=O)(=O)N(CC(=O)N1CCCC1)c1ccc(Cl)cc1Cl,11,-7,-1.6,-8,-8,0,4,5,-3
COC(=O)Cn1c(C)c(C(C)=O)c(C(C)=O)c1C,-1,9,-0.1,3,-6,-2,1,12,-2
CCc1nc2ccccc2n1CCc1ccccc1,8,-8,-1.7,1,-7,2,0,4,-3
Cc1cc(C)c(N2C(=NC(=O)CCCC(=O)O)SC3CS(=O)(=O)CC32)c(C)c1 (stereo unspecified),-3,-14,-0.4,2,-5,1,-3,-16,-7
c1ccc(CCC2Cc3ccccc3N2)cc1 (stereo unspecified),9,16,6.9,9,-9,-11,2,-2,-2
CCOc1ccccc1OCC(=O)OCc1csc(CC(=O)Nc2ccccc2C)n1,20,14,-0.5,4,-1,2,0,-36,-6
O=C(N/N=C/c1ccccc1C(F)(F)F)c1ccc2nc[nH]c2c1,-6,-25,2.1,7,-35,2,-2,-8,1
COCCN(C(=S)Nc1ccc(C)cc1C)C(C)c1ccco1 (stereo unspecified),35,-10,1.6,4,12,-3,0,-5,-2
O=C(O)CONC(=O)c1cc(OCC(F)(F)F)ccc1OCC(F)(F)F,14,22,-0.8,-11,-14,0,0,10,0
C=CCC[C@@H](Cc1ccc(F)cc1)C(=O)OC[C@H](Cc1c[nH]c2ccccc12)NC(=O)[C@H](CC=C)CC(=O)N(CCO)Cc1ccccc1,9,88*,7.7,9,30,17,2,-4,-3
CCc1ccc(-c2ccc(C(=O)C(F)(F)F)[nH]2)cc1,16,-225,6.0,1,-9,-13,4,-9,-1
CN(C)S(=O)(=O)c1ccc(C(=O)/C=C/c2cccnc2)cc1,12,30,1.7,12,6,6,-1,3,3
COc1cc(OC)cc(C(=O)NCc2cc(C)nc3ccccc23)c1,11,-29,1.4,6,1,-10,-2,0,-3
C/C(Sc1nnc(Cc2ccccc2)o1)=C(/O)c1ccccc1,21,-4,-0.8,5,-6,3,-3,4,2
O=C(Cn1cnc2sc(-c3ccccc3)cc2c1=O)NCc1ccco1,14,46,1.0,29,3,0,-4,-24,0

# Brought forward from above: six entries, followed by the next part.
SMILES,tim23-1 inh,Mdm2 MdmX PPI,UPR CHOP act,CCR6 antagonist,EBI2 block,CXCR6 inh,UPR XBP1 act,APJ antag,APJ agonist
C=CCC[C@@H](Cc1ccc(F)cc1)C(=O)OC[C@H](Cc1c[nH]c2ccccc12)NC(=O)[C@H](CC=C)CC(=O)N(CCO)Cc1ccccc1,9,88*,7.7,9,30,17,2,-4,-3
CCc1ccc(-c2ccc(C(=O)C(F)(F)F)[nH]2)cc1,16,-225,6.0,1,-9,-13,4,-9,-1
CN(C)S(=O)(=O)c1ccc(C(=O)/C=C/c2cccnc2)cc1,12,30,1.7,12,6,6,-1,3,3
COc1cc(OC)cc(C(=O)NCc2cc(C)nc3ccccc23)c1,11,-29,1.4,6,1,-10,-2,0,-3
C/C(Sc1nnc(Cc2ccccc2)o1)=C(/O)c1ccccc1,21,-4,-0.8,5,-6,3,-3,4,2
O=C(Cn1cnc2sc(-c3ccccc3)cc2c1=O)NCc1ccco1,14,46,1.0,29,3,0,-4,-24,0
CC(C)(C)C1=C(C#N)C(c2cc3c(cc2Br)OCO3)C(C#N)=C(N)O1 (stereo unspecified),32,6,-4.0,-5,7,2,-1,-2,-2
CCN(C(=S)Nc1ccc(C(C)=O)cc1)C1CCCCC1,7,2,-0.3,7,-8,5,-1,0,-3
O=C(/C=C/c1ccc(Cl)cc1)Nc1ccc(Br)cn1,-4,77*,1.2,14,17,-1,3,-2,-1
COc1ccc(NS(=O)(=O)c2ccc(Br)cc2)cn1,26,15,0.3,5,3,-1,-3,-2,-3
COc1cccc(NC(=O)COC(=O)c2ccccc2C(=O)N(C)c2ccccc2)c1,29,-17,-2.5,7,-2,4,-4,0,-3
O=C(O)c1cnn(-c2ccccc2)c1-n1cccc1,12,16,1.7,-1,-1,1,2,-12,-2
O=C(CN1C(=O)C2C3C=CC(C3)C2C1=O)NCCc1ccccc1 (stereo unspecified),12,2,8.2,-17,-9,-10,2,5,-2
O=C1CC2(CCCCCC2)Oc2ccccc21,2,23,-0.1,16,-14,-3,2,11,-2
COc1ccc(NC(=O)c2ccc3ccccc3c2)cc1,5,-67,1.7,9,39,-8,1,-11,-2
O=C(C1CCCN1C(=O)c1cccs1)N1CCc2ccccc21 (stereo unspecified),9,-18,-0.4,16,3,-3,-1,21,-1
CCOC(=O)c1cc2sccc2n1CC(=O)N1CCCc2ccccc21,40,20,0.0,20,5,-1,-2,17,-3
O=C1N/C(=N\N=C\c2cccs2)SC1Cc1ccc(Cl)cc1Cl (stereo unspecified),-28,74*,0.9,-2,0,4,2,6,-1
c1ccc2ncccc2c1,9,-12,-1.1,-1,6,-5,-1,0,0
CCOc1ccc(C2CC(c3cccc(Cl)c3)n3nc(N)nc3N2)cc1 (stereo unspecified),1,42,1.2,3,4,-2,1,-18,-5
Cc1ccc2c(c1)N(C(=O)CCC(=O)N1CCN(c3ccccc3)CC1)CCO2,13,-15,0.9,11,10,0,0,17,-4
COc1ccc(/C=C/C(=O)C2(O)CCCCC2)cc1,38,-7,0.9,7,6,-6,0,7,-1
CCc1cccc(NC(=O)C2CCCN2S(=O)(=O)c2ccc3c(c2)CC(C)N3C(C)=O)c1 (stereo unspecified),22,10,-1.1,-3,1,-4,-5,-12,0
COc1ccc(N(CC2CO2)S(=O)(=O)c2ccc(C)cc2)cc1 (stereo unspecified),12,-6,2.8,20,3,8,0,4,-4
CSCCC(NS(=O)(=O)c1ccc(Cl)cc1)C(=O)OCC(=O)NC1CC1 (stereo unspecified),8,-1,-1.9,1,4,1,-2,-13,3
O=C1CN(C(=O)COC(=O)CCS(=O)(=O)c2ccccc2Cl)c2ccccc2N1,-11,14,4.5,9,2,-3,0,10,-3
O=C(Nc1ccccc1)C1CCN(c2nccs2)CC1,16,-3,1.4,2,-9,2,-2,-5,1
CCCn1c(C(O)c2ccc(OCC)cc2)nc2ccccc21 (stereo unspecified),29,-11,-1.6,-7,2,0,2,-12,-1
CCCSc1nc2sc3c(c2c(=O)[nH]1)CC(C)(CC)OC3 (stereo unspecified),17,-3,0.6,5,13,-6,3,9,-2
CC(C)Cc1nc2oc3c(=O)[nH]cnc3c2c2c1CCCC2,5,20,0.0,-5,-5,3,-1,-11,-4
CN(CC(=O)NCc1ccccc1Cl)CC(=O)Nc1ccccc1Br,20,-7,-3.3,18,6,0,1,9,-2
# (list continues)
SMILES,tim23-1 inh,Mdm2 MdmX PPI,UPR CHOP act,CCR6 antagonist,EBI2 block,CXCR6 inh,UPR XBP1 act,APJ antag,APJ agonist
CCN(CC)C(=O)c1cccc(NC(=O)CCc2nc3sc4c(c3c(=O)[nH]2)CCCC4)c1,-1,20,-1.0,-5,3,-3,-3,-8,-2
Cc1noc(C)c1CSc1nc2ccccc2[nH]1,-5,15,-1.7,0,0,2,-2,-7,3
CCOC(=O)N1CCN(Cc2c(O)ccc3ccccc23)CC1,32,17,1.7,8,-6,-8,0,13,-4
O=C(Nc1nnc(C2CC2)s1)c1ccccn1,17,-16,-0.4,-20,-3,3,-5,11,-5
COc1ccc2oc(/C=C/N(C)C)c(C(=O)c3ccc(Cl)cc3)c2c1,50*,79*,0.9,26,15,13,-1,15,-4
CC(C)(C)c1ccc(-c2csc(NNC3=NCCCCC3)n2)cc1,37,-17,1.3,40,24,18,0,-5,-9
O=C1CN(C(=O)COc2c(F)c(F)cc(F)c2F)c2ccccc2N1,12,19,-1.7,19,-6,2,-3,20,-1
CCc1nnc(NC(=O)C(C)N2C(=O)C3C4C=CC(C4)C3C2=O)s1 (stereo unspecified),5,-25,-1.5,0,-15,-2,-3,0,-2
CCc1nnc(NC(=O)CCN2C(=O)/C(=C/c3cc(OC)c(OC)c(OC)c3)SC2=S)s1,16,-13,2.2,14,8,-7,1,4,0
O=C1CCc2cc(S(=O)(=O)N3CCCC3C(=O)N3CCN(c4ccccc4F)CC3)ccc2N1 (stereo unspecified),5,16,0.8,6,8,-4,-4,2,-5
O=C(O)Cc1ccc(-c2ccccc2-c2ccccc2)cc1,26,4,1.0,5,-7,-9,-2,4,-4
COc1cccc(/C=N/NC(=O)CCCc2ccc(OC)c(C)c2)c1,12,19,3.0,2,19,7,0,-3,-2
Cc1cc(C)nc(NS(=O)(=O)c2ccc(N)cc2)n1,8,19,0.8,-6,-2,0,-3,-1,-2
CCOc1ccc(C(=O)N2CCN(C(=O)c3ccco3)CC2)cc1OCC,18,-11,-3.0,5,2,8,5,16,-1
COCC1CCN(C(=O)C2CCC(=O)N(C3CCCC3)C2)CC1 (stereo unspecified),1,1,3.3,16,-12,-4,-1,15,-5
CN(C(=O)CSc1nnc(NC2CCCCC2)s1)C1CCS(=O)(=O)C1 (stereo unspecified),8,-28,-0.7,-1,6,-4,1,6,-3
Cc1sc2ncnc(SCC(=O)N3CCOCC3)c2c1C,7,-2,-0.9,10,3,-6,0,14,-2
Cc1cc(N/N=C/c2cccc(Cl)c2)nc(-n2nc(C)cc2C)n1,34,64*,51*,7,18,18,6,-1,-6
COc1cccc(N2C(=O)CC(N3CCN(CCN=CC4=C(O)CC(C)(C)CC4=O)CC3)C2=O)c1 (stereo unspecified),0,20,-0.1,4,-3,-15,-1,5,-4

# These rows are one share of the data. The share of hits here may be higher or lower than overall.
